Bioassay records: PubChem BioAssay, NCI
Growth percent in the NCI-60 one-dose screen (48 h, 10 µM unless noted): 100 = growth as untreated, 0 = no growth, -100 = all killed.
MDA-MB-468 = MDA-MB-468 breast cancer; 78,000 tested, 8.5% active; AID 2202374
HS 578T = HS 578T breast cancer | 78,000 tested, 4.1% active
K-562 = K-562 leukemia | 78,000 tested, 7.4% active | AID 1794777
MCF7 = MCF7 breast cancer; AID 1794796; 82,000 tested, 6.3% active
SR = SR leukemia cells. 73,000 tested, 8.7% active. AID 1794780
MDA-MB-231 = MDA-MB-231 breast cancer. 81,000 tested, 5% active
BT-549 = BT-549 breast cancer. 78,000 tested, 4.4% active. AID 1794793
T-47D = T-47D breast cancer; 79,000 tested, 5% active; AID 1794792
The depositor's hits bear a star; nt = no result given; & = joins results of further samples; [ ] = dose if it differs, or a comment. How the source made its calls: active means growth percent below 10; inactive means the rest.

1: CCOC(=O)c1csc(NC(=O)c2ccc(N3CCCCC3)c([N+](=O)[O-])c2)n1
2: CCCCCCCCCCCCCCCCCCNC(=O)[C@H]1CSC(c2cccs2)N1 (some centres not stated)
3: Fc1ccc(-c2cc(-c3ccco3)nc(OCCn3cncn3)n2)cc1
4: O=C(O)Cn1c(O)c(/C=C2/C=c3cc4c(cc3=NC2=O)OCO4)sc1=S
5: COc1ccc(C(=O)/C=C/c2ccccc2)cc1S(=O)(=O)NNC(=O)c1ccncc1
assay / compound	1	2	3	4	5
MDA-MB-468	100	61	110	97	95
HS 578T	91	-32*	104	89	93
K-562	115	-28*	121	104	71
MCF7	100	-71*	98	97	57
SR	108	-41*	74	nt	nt
MDA-MB-231	101	-93*	95	102	101
BT-549	98	-77*	94	56	107
T-47D	100	-66*	94	92	89

6: C#CCOc1ccc(C(Nc2ccc(Cl)cc2)c2nnnn2C2CCCCC2)cc1 (configuration not stated)
7: O=C(/C=C1\C(=O)N(Cc2ccccc2)c2ccccc21)c1cc2ccccc2oc1=O
8: C#COc1cccc(Nc2ncnc3ncc(NC(=O)CCl)cc23)c1
9: C/C(CC1(O)C(=O)Nc2ccccc21)=N\O (configuration not stated)
10: O=c1c2sc3ccccc3c2nc2c(-c3ccccc3)n[nH]n12
assay / compound	6	7	8	9	10
MDA-MB-468	87	30	4.9*[6.25 µM]	92	nt
HS 578T	80	89	43[6.25 µM]	97	97
K-562	82	1.5*	15[6.25 µM]	100	79
MCF7	75	30	-0.4*[6.25 µM]	95	106
SR	81	22	16[6.25 µM]	100	72
MDA-MB-231	77	81	-4.9*[6.25 µM]	95	91
BT-549	86	97	29[6.25 µM]	101	99
T-47D	74	40	30[6.25 µM]	84	102

11: CC(CCBr)CCN1C(=O)c2ccccc2C1=O (configuration not stated)
12: CCOC(=O)c1ccc2c(c1)ncn2-c1cccc(O)c1
13: C#CCOc1nc(C)cc(C)c1C#N
14: CCOC(=O)c1[nH]c(C=O)c(C(=O)OCC)c1C
15: N=Nc1nc(Nc2[nH]c3ccccc3c2O)n[nH]1
assay / compound	11	12	13	14	15
MDA-MB-468	101	88	nt	110	94
HS 578T	100	80	101	114	97
K-562	89	81	100	101	96
MCF7	98	90	96	65	104
SR	85	78	92	82	99
MDA-MB-231	95	106	94	99	94
BT-549	92	105	106	nt	106
T-47D	94	97	96	103	113

16: O=Cc1ccc(O)c2ncccc12
17: COc1cccc(C(=O)c2ccccc2NC(C)=O)c1
18: CCOC(=O)Cc1cc(Br)c(OCc2ccccc2)c(Br)c1
19: O=c1[nH][nH]c(-c2ccccc2)c1-c1ccccc1
20: O=C(Cc1nc2ccc(Cl)cc2[nH]c1=O)c1ccncc1
assay / compound	16	17	18	19	20
MDA-MB-468	27	102	110	98	49
HS 578T	42	108	101	103	83
K-562	-24*	96	86	nt	47
MCF7	7.3*	103	107	nt	32
SR	-41*	86	84	102	nt
MDA-MB-231	54	120	89	115	nt
BT-549	-1.7*	93	98	106	62
T-47D	23	99	86	111	nt

21: CC(=O)Nc1cccc(OCC(=O)O)c1
22: Cc1cccc(Cl)c1NC(=O)Nc1ccc(C#N)cc1
23: CCCCCCCC/C=C\CCCCCCCCOc1ccc(CC(=O)NCC[N+]2(C)CCCCC2)cc1
24: Cc1cc(C2(c3cc(C)c(O)cc3C)OS(=O)(=O)c3ccccc32)c(C)cc1O
25: Cc1cccc(NC(=O)Nc2cccc(C)c2)c1
assay / compound	21	22	23	24	25
MDA-MB-468	96	79	86	114	115
HS 578T	95	99	93	96	109
K-562	103	74	67	102	86
MCF7	95	90	83	79	94
SR	99	71	62	95	92
MDA-MB-231	100	73	84	100	114
BT-549	nt	102	92	nt	110
T-47D	97	83	nt	102	92

26: COc1ccc(Nc2[nH]n3c(=O)cc(-c4ccccc4)nc3c2C(N)=O)c(OC)c1
27: CC(C)(C)CC(C)(C)c1ccc(OCCOCC[N+](C)(C)CC(=O)[O-])cc1
28: O=C(O)c1ccc2c(c1)C(=O)N(c1ccc(Oc3ccc(N4C(=O)c5ccc(C(=O)O)cc5C4=O)cc3)cc1)C2=O
29: CCc1cc(-c2cc(CC)[nH]n2)n[nH]1
30: COc1ccc(-n2nc(C(=O)NN)cc2-c2ccc(Br)cc2)cc1
assay / compound	26	27	28	29	30
MDA-MB-468	77	108	101	96	90
HS 578T	99	114	101	103	84
K-562	100	105	100	94	97
MCF7	104	105	103	92	89
SR	nt	95	93	nt	nt
MDA-MB-231	95	112	123	nt	84
BT-549	102	125	103	101	58
T-47D	95	103	99	nt	80

31: COC(=O)[C@H](CC(C)C)NC(=O)NC(=O)NC(=O)CI
32: CNc1ccccc1C(N)=O
33: CCNCCCC(C)Nc1cc(OC)cc2cccnc12 (configuration not stated)
34: CCOC(=O)CCCCCCCCC(C)Br (configuration not stated)
35: c1ccc2c(c1)ccc1c2nc2c3cc4ccccc4n3c3ccccc3n12
assay / compound	31	32	33	34	35
MDA-MB-468	76	105	79	89	116
HS 578T	106	nt	75	103	107
K-562	2.2*	108	97	119	100
MCF7	33	93	88	95	83
SR	-51*	109	111	105	88
MDA-MB-231	33	nt	101	103	85
BT-549	nt	101	77	96	102
T-47D	17	98	100	97	84

36: C=C1C(=O)OC2CC1C(OC(C)=O)C/C(C)=C/CC/C(C)=C\CCC2(C)O (configuration not stated)
37: CC1=CC(C)=Nc2ccccc2N1
38: O=C(CC(C[N+](=O)[O-])c1ccccc1)c1ccc(O)cc1 (configuration not stated)
39: O=C1CS/C(=N\N=C(c2ccccc2)c2ccccc2)N1
40: Cc1cc(=O)n2n1-c1ccc(Cl)cc1NC(=O)C2
assay / compound	36	37	38	39	40
MDA-MB-468	nt	111	85	96	101
HS 578T	72	105	97	87	117
K-562	-40*	100	97	87	104
MCF7	11	99	119	96	94
SR	-25*	97	94	89	110
MDA-MB-231	20	109	102	111	122
BT-549	-84*	97	95	101	104
T-47D	4.1*	99	97	89	118

41: O=C(O)C1(C(=O)O)CCCC1
42: Fc1ccc(-c2cc3nc(C(Cl)Cl)nc(-c4ccc(F)cc4)n3n2)cc1
43: COc1cccc(N2CCN(c3ncnc4[nH]ccc34)CC2)c1
44: N/C(=N\c1nc(=O)c2ccccc2c(=O)[nH]1)N1CCCCC1
45: Cc1cc(Cc2cc(C)c(N)cc2N)c(N)cc1N
assay / compound	41	42	43	44	45
MDA-MB-468	101	-64*	104	100	95
HS 578T	99	-1.9*	87	112	94
K-562	108	14	100	92	101
MCF7	94	24	95	100	89
SR	96	4.0*	82	92	55
MDA-MB-231	96	5.3*	103	104	84
BT-549	100	47	88	101	98
T-47D	105	34	104	91	83

Five entries out of the list, sorted by formula weight, falling:
43: COc1cccc(N2CCN(c3ncnc4[nH]ccc34)CC2)c1
44: N/C(=N\c1nc(=O)c2ccccc2c(=O)[nH]1)N1CCCCC1
39: O=C1CS/C(=N\N=C(c2ccccc2)c2ccccc2)N1
40: Cc1cc(=O)n2n1-c1ccc(Cl)cc1NC(=O)C2
45: Cc1cc(Cc2cc(C)c(N)cc2N)c(N)cc1N
assay / compound	43	44	39	40	45
MDA-MB-468	104	100	96	101	95
HS 578T	87	112	87	117	94
K-562	100	92	87	104	101
MCF7	95	100	96	94	89
SR	82	92	89	110	55
MDA-MB-231	103	104	111	122	84
BT-549	88	101	101	104	98
T-47D	104	91	89	118	83

Next part
46: CCC1([N+](=O)[O-])COC(c2ccccc2)OC1 (configuration not stated)
47: CCCCN(C(=O)c1ccc2c(c1)NC(=O)CS2)c1ccccc1
48: Oc1c(-c2nnc(-c3ccccc3)o2)sc2nnc(-c3ccccc3)c(-c3ccccc3)c12
49: COC(CC(F)F)c1ccc2ccccc2c1 (configuration not stated)
50: CNc1ccc(NC)c2c1C(=O)c1ccccc1C2=O
assay / compound	46	47	48	49	50
MDA-MB-468	111	nt	65	104	-7.4*
HS 578T	nt	113	97	99	98
K-562	108	78	nt	99	96
MCF7	92	113	58	100	16
SR	100	73	47	116	nt
MDA-MB-231	89	90	89	106	77
BT-549	109	100	75	105	76
T-47D	98	102	81	101	37

51: CN1CCN(c2ccc(/C=C/C(=O)c3ccc(O)cc3)cc2)CC1
52: COCCOC(=O)C1=C(C)NC(C)=C(C(=O)OC)C1c1cccc(C#N)c1 (configuration not stated)
53: CN(C)c1cccc2c(S(=O)(=O)Nc3cccc(-c4csc(NC(=O)CCCCCN)n4)c3)cccc12
54: COC(=O)CSc1ccc2nsnc2n1
55: Cc1cc(=O)oc2cc(OCCCCOc3ccc(/C=C/C(=O)Nc4ccccc4N)cc3)ccc12
assay / compound	51	52	53	54	55
MDA-MB-468	89	96	104	81	34
HS 578T	96	96	96	90	118
K-562	90	93	89	105	35
MCF7	90	99	90	94	19
SR	101	98	79	108	56
MDA-MB-231	95	100	97	100	48
BT-549	98	111	94	89	-24*
T-47D	84	102	82	99	31

56: COc1ccc(C2=NN(C(=O)c3cc(OC)c(OC)c(OC)c3)C(c3ccc(N(C)C)cc3)C2)cc1 (configuration not stated)
57: CS(=O)(=O)c1ccc(Cl)c([N+](=O)[O-])c1
58: COc1ccc(-n2c(SCC(=O)NNS(=O)(=O)c3ccccc3)nc3cc(OC)c(OC)cc3c2=O)cc1
59: CCOC(=O)c1c2c(cn1Cc1ccccc1)-c1oncc1CC2
60: O=C(CCCCCOc1ccc(NC(=O)Nc2ccc(Cl)cc2)cc1)NO
assay / compound	56	57	58	59	60
MDA-MB-468	23	103	106	105	105
HS 578T	14	73	106	92	106
K-562	44	1.7*	93	101	86
MCF7	15	107	94	99	100
SR	15	19	97	92	83
MDA-MB-231	9.6*	109	102	91	101
BT-549	28	111	113	95	100
T-47D	57	104	102	nt	94

61: CS(=O)(=O)c1ccccc1N
62: CCC(=O)c1ccc(OCCN(CC)CC)cc1
63: CCCOc1ccc2nc(CC)cc(Nc3ccc(OC)cc3OC)c2c1
64: COc1ccc(-c2nc(SCc3nc4cc(Cl)c(Cl)cc4[nH]3)[nH]c(=O)c2C#N)cc1
65: CC(O)COc1ccc(C2CCCCC2)cc1 (configuration not stated)
assay / compound	61	62	63	64	65
MDA-MB-468	111	116	104	122	111&102
HS 578T	nt	110	100	110	103&108
K-562	93	91	80	84	103&128
MCF7	107	93	98	93	104&114
SR	102	101	86	95	90&105
MDA-MB-231	113	101	94	108	102&75
BT-549	104	93	91	86	109&103
T-47D	105	99	88	79	95&108

66: CN1CCN(CCNC(=O)Nc2ncccc2OCc2cccc(F)c2)CC1
67: O=C(c1cccs1)c1sccc1Cc1ccccc1
68: CC(=O)NS(=O)(=O)c1ccc(NCCc2c(C)nc3scc(-c4ccc(C)cc4)n3c2=O)cc1
69: CCOC(=O)c1ccccc1C(C(=O)NC1CCCCC1)N(C)Cc1ccccc1 (configuration not stated)
70: COc1cc2c3c(c(=O)oc2cc1OS(=O)(=O)c1ccccc1)CCCCC3
assay / compound	66	67	68	69	70
MDA-MB-468	88	110	106	83	nt
HS 578T	98	105	104	89	92
K-562	93	98	98	72	52
MCF7	95	98	86	78	85
SR	100	82	89	69	69
MDA-MB-231	85	98	74	75	84
BT-549	98	115	108	107	96
T-47D	105	99	84	85	70

71: Cc1c(Cl)cc(Cl)c(N)c1Cl
72: COc1ccc(OC)c2c1[nH]c(=O)c1c3cccnc3cn21
73: CCOC(=O)C(CC(CO)(C(C)=O)C(=O)OCC)C(C)=O (configuration not stated)
74: Cc1nc2nc(SCC(=O)Nc3ccc(Cl)cc3)[nH]c(=O)c2nc1C
75: c1ccc2c(c1)CN1CCCC3=C(c4cncnc4)c4ccccc4C321 (configuration not stated)
76: CCOC(=O)c1cc(C(=O)OCC)c(C#N)c(=O)[nH]1
assay / compound	71	72	73	74	75	76
MDA-MB-468	111	79	101	96	111	108
HS 578T	95	87	101	96	100	103
K-562	106	79	103	97	108	105
MCF7	99	56	100	94	98	92
SR	117	57	99	111	102	92
MDA-MB-231	99	65	113	98	101	109
BT-549	112	118	96	86	102	106
T-47D	104	77	96	95	94	85
